Assay outcomes as filed in PubChem BioAssay.
JMJD2A Tudor inh: JMJD2A Tudor domain (human) inhibition; O75164; AlphaScreen JMJD2A-Tudor / H3K4me3 peptide binding; Potency, µM (titrated, usually from 114 µM), inactives show at the highest dose activity change, negative = inhibition, usual class: inhibitors; 4.4% of 390,000 active; AID 504339; note: % is set by controls: 0 for no effect and ±100 for the full control effect; nearly all actives have a fitted effect of over 50% in size
GLS inhibitor: blocks human kidney-isoform glutaminase activity | AID 624170 | Potency, µM (titrated, usually from 45.5 µM), inactives show top-dose activity change, negative = inhibition, usual class: inhibitors | 0.21% of 410,000 active | GLS enzymatic activity, qHTS titration; note: % is set by controls: 0 for no effect and ±100 for the full control effect
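Two-point fluorescence kinetic (t0, 30 min RT) for hKGA; glutamate detected via glutamate oxidase–HRP–Amplex Red. Substrate: 1 mM L-glutamine solution; buffer 45 mM KH2PO4, pH 8.2.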
HP1b chromo inh: blocks HP1-beta chromodomain binding to methylated histone tails; AID 540317; Potency, µM (top dose mostly 114 µM), without a hit: at the top dose activity change, negative = inhibition, usual class: inhibitors; 0.56% of 390,000 active; AlphaScreen HP1-beta / biotin-H3K9me3 peptide binding; P83916; note: nearly all actives have a fitted effect of over 70% in size; inactives centre near 23
Target sequence (P83916 whole entry, looked up): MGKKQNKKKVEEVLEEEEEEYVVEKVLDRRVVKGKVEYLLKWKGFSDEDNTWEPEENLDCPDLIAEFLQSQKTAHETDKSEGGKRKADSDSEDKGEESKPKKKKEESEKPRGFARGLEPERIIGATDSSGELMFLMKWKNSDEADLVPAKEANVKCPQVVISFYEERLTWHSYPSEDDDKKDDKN
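Compound inhibition of the preformed complex between 50 nM HP1-beta and 50 nM biotinylated H3K9me3 peptide was read by AlphaScreen. Buffer was PBS pH 7.4 with 0.01% Tween-20. Incubations ran 30 min at room temperature, with 10 ug/mL donor/acceptor beads.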
BLM helicase inh: blocks DNA unwinding by human BLM helicase; Potency, µM (series often up to 56.1 µM), for the others: at the top dose activity change, negative = inhibition, most hits filed as inhibitors; recombinant BLM DNA unwinding, fluorescence dequenching; 0.2% of 350,000 active; P54132;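 note: plate controls were vehicle for no effect and no enzyme for full effect; nearly all actives have a fitted effect of over 35% in size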
BAZ2B inh: inhibitors of human BAZ2B bromodomain. AlphaScreen BAZ2B-H3K14Ac peptide displacement. Potency, µM (doses to about 114 µM), without a hit: top-dose activity change, negative = inhibition, usual class: inhibitors. AID 504333. 4.4% of 360,000 active. Q9UIF8; note: % is set by controls: 0 for no effect and ±100 for the full control effect; nearly all actives have a fitted effect of over 60% in size
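AlphaScreen displacement of biotin-H3(5-23)K14Ac peptide (50 nM final) from BAZ2B (50 nM final) in PBS pH 7.4, 0.01% Tween-20; complex preformed 30 min RT, then compounds (top 110 uM) 30 min RT, beads 20 min dark.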
PGK inhibitor: blocks T. brucei phosphoglycerate kinase; 0.043% of 380,000 active; PGK/GAPDH coupled, Kinase-Glo luminescence, 60 min; Potency, µM (highest dose often 57.5 µM), for inactives: top-dose activity change, negative = inhibition, usual class: inhibitors; note: % is set by controls: 0 for no effect and ±100 for the full control effect; nearly all actives have a fitted effect of over 60% in size
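Luminescent ATP detection (Kinase-Glo Plus) follows a 60-minute room-temperature incubation, with wells lacking PGK as controls. Buffer: 100 mM TEA (pH 7.6), 5 mM MgCl2, 0.01% Tween-20. Coupling enzyme GAPDH (100 nM final) supplies unstable 1,3-BPG in-well.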
G9a block: G9a (human) methyltransferase inhibition; G9a H3K9 monomethylation, AlphaScreen, 2 h; 8.8% of 350,000 active; Q96KQ7; AID 504332; Potency, µM (top dose mostly 102 µM), for the others: top-dose activity, negative = inhibition, actives largely listed as inhibitors; note: % is set by controls: 0 for no effect and ±100 for the full control effect; nearly all actives have a fitted effect of over 75% in size
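Readings reflect AlphaScreen signal from monomethyl-H3K9 antibody detection. HMT at 20 nM; substrate b-H3K9 500 nM; cofactor SAM 20 uM; 2 h RT reaction; compounds tested as titrations in qHTS with 15 min preincubation.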
POLI inh: blocks human DNA polymerase iota activity; Potency, µM (top dose mostly 115 µM), for inactives: top-dose activity, negative = inhibition, hits mostly inhibitors; Q9UNA4; AID 588590; 1% of 390,000 active; Pol iota fluorescent replication assay, 10 min
Target sequence (Q9UNA4 whole entry, looked up): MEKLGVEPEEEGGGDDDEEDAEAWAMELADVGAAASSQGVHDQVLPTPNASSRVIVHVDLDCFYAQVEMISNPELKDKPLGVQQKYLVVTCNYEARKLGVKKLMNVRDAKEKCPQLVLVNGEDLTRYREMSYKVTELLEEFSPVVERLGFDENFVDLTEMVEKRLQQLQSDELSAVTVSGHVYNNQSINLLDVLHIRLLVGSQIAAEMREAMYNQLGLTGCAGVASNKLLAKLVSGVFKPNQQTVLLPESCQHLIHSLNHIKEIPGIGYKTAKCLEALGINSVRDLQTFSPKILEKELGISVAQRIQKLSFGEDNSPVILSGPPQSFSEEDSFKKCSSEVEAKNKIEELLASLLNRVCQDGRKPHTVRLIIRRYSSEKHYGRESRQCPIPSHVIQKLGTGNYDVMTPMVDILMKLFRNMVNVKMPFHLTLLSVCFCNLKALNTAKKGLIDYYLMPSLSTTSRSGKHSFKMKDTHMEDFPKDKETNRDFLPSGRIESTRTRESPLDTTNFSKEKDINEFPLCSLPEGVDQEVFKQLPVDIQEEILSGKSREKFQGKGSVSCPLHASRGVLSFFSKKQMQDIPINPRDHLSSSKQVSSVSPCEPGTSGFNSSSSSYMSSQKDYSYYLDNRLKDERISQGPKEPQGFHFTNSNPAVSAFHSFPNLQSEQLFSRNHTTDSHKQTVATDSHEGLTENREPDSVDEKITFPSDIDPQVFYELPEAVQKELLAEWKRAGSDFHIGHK
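Fluorescent replication assay read twice, at 0 min and 10 min after adding 50 nM (final) substrate. Enzyme (10 nM) and compounds were first incubated 15 min at room temperature; enzyme-free buffer wells were negative controls.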
Pin1 inhibitor: human Pin1 inhibition; Q13526; Pin1 FP peptide displacement, HiFluor488, 10 min; Potency, µM (highest dose often 115 µM), for the others: top-dose activity, negative = inhibition, hits mostly inhibitors; 0.009% of 390,000 active; AID 504891; active = well fitted inhibition curve with a large enough effect in the polarisation, with a control signal flat, not every such curve was filed as active; inconclusive = small, poorly fitted or top-dose-only effect, or effect the other way, or a change in a side signal; inactive = no such curve, though single readings can be large or run the other way; the % refers to the polarisation; note: % is set by controls: 0 for no effect and ±100 for the full control effect
Target sequence (Q13526 whole entry, looked up): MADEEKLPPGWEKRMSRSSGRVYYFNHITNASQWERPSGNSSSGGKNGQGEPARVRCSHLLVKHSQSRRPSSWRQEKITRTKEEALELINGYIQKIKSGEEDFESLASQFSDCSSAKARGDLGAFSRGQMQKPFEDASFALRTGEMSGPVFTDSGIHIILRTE
Numbers without * were called inactive; i = inactive; ? = inconclusive; . = no result given; [ ] = remark or other dose. Unless noted, calls come from the whole dose curve; as a rule, active = well fitted curve in the direction sought with a large enough effect; inconclusive = small, poorly fitted or top-dose-only effect, or another doubt; inactive = no such curve, though single readings can be large; an effect the other way counts as inactive or inconclusive. Potency is the fitted concentration of half-maximal effect. Not all compounds are listed; rates above refer to the full screens.

SMILES	JMJD2A Tudor inh	GLS inhibitor	HP1b chromo inh	BLM helicase inh	BAZ2B inh	PGK inhibitor	G9a block	POLI inh	Pin1 inhibitor
CCSCCc1nnc(NC(=O)Nc2cccc(C(F)(F)F)c2)s1	-16.4%	-3.6%	25.7%	4.7%	0.2%	0.7%	18.6%[59 µM]	22.3%	?
COc1ccc(/C=C/C(=O)OCC(=O)NC(=O)NC(C)(C)C)cc1	-5.4%[57.1 µM]	-2.5%	50.6%[activator]	-1.7%	-8.7%	0.5%	-3.5%	132.7%[activator]	-3.2%
COc1ccc(/C=C2/S/C(=N/S(=O)(=O)Cc3ccccc3)NC2=O)cc1OC	-13.0%	15.2%	14.6%	-9.5%	-9.2%	5.2%	.	-6.5%	1.5%
CC(C)Cc1oc(C(=O)O)cc1CN	-29.4%	6.5%	17.8%	-0.3%	-19.6%	.	-43.7%[59 µM]	?	18.0%
COc1ccc2c(c1)CCC1C2CCC2(C)C(O)C(=O)CC12 (centres undefined)	-6.2%	-12.3%	34.5%	.	.	-5.1%	.	105.2%[activator]	-5.9%
Cc1nc(SCCc2nc3ccccc3[nH]2)c2oc3ccccc3c2n1	?	3.9%	9.5%	.	.	-13.3%	.	-7.5%	18.9%
COc1cccc(-c2nnc(-c3ccco3)o2)c1	50.1µM*	?	-1.5%	-0.2%	5.1%	-5.8%	-8.3%	150.8%[activator]	2.6%
CCOc1c2ccc(C(=O)N[C@H](C)C3CCCCC3)cc2nn1CC	-29.0%	-1.0%	49.7%[activator]	0.0%	-7.7%	-6.9%	0.4%[12.7 µM]	?	-3.6%
Cc1ccc(C)c(N2CCN(C(=O)CN3CCSc4ccc(S(=O)(=O)N(C)C)cc43)CC2)c1	-12.5%	-11.8%	13.2%[57 µM]	-4.7%	-19.8%	-8.2%	-21.0%[59 µM]	7.4%	12.0%
N=c1n(N)c2ccccc2n1CC(=O)c1ccc(Br)cc1	-15.6%	-1.8%	17.6%	-2.8%	-33.6%	-6.1%	?	48.9%[activator]	-17.2%
CCOC(=O)c1c(NC(C)=O)sc2c(OCC(O)CN(CC)CC)c(Br)ccc12 (centres undefined)	?	0.0%	-1.5%	142.0%[activator]	?	-11.3%	-9.0%	?	8.1%
CCOc1ccc(S(=O)(=O)N2CCN(C(=O)CN3C(=O)NC4(CCCC4)C3=O)CC2)cc1	-1.4%	6.0%	35.0%	.	0.4%	1.7%	31.6µM*	3.7%	3.2%
C[C@H]1CN=C(N(C)C)N1CCCCc1ccccc1	-15.6%	2.1%	13.3%	.	3.4%	0.2%	4.8%[2.33 µM]	?	-0.7%
COc1ccc(NC(=O)C(Cc2ccccc2)NS(=O)(=O)c2ccc3c(c2)CCC(=O)N3)c(OC)c1 (centres undefined)	-9.8%	-4.8%	28.7%	-3.8%	-4.0%	-6.8%	1.1%[59 µM]	15.2%	-3.2%
CCOc1ccc(C(C)=O)cc1NC(=O)/C=C\C(=O)O	-6.3%	-0.6%	27.8%	-4.5%	-12.1%	-10.1%	?	-14.3%	0.9%
C[C@@H]1CN([C@H](C)CO)C(=O)c2cc(NS(=O)(=O)c3ccc(F)cc3)ccc2O[C@@H]1CN(C)Cc1ccc(Cl)c(Cl)c1	?	15.7%	11.1%	.	.	-0.7%	.	-16.8%	?
Cc1ccc(CNC(=O)c2ccc3c(=O)n(CC4CCCO4)c(=S)[nH]c3c2)cc1 (centres undefined)	-9.6%	5.3%	24.6%	-4.2%	3.4%	4.1%	2.2%[59 µM]	4.7%	0.0%
Cc1ccccc1OCCCC(=O)Nc1ccc(S(=O)(=O)Nc2onc(C)c2C)cc1	-14.3%	12.3%	29.3%	-1.3%	-17.2%	-9.3%	-22.1%	-16.3%	-1.4%
COc1ccccc1NS(=O)(=O)c1cccc(NC(=O)c2cc3ccccc3oc2=O)c1	-3.0%[11.4 µM]	14.5%	-7.1%	10.2%	?	-9.1%	17.9%[12.7 µM]	22.1%	?
CSc1sc(C(=O)NNC(C)=O)c2c1C1(CCC2)SCCS1	-8.3%	7.9%	27.9%	-6.0%	-22.1%	i	8.5%	-25.1%	-6.3%

An excerpt from above in order of number of heavy atoms, falling.
SMILES	JMJD2A Tudor inh	GLS inhibitor	HP1b chromo inh	BLM helicase inh	BAZ2B inh	PGK inhibitor	G9a block	POLI inh	Pin1 inhibitor
COc1ccc(NC(=O)C(Cc2ccccc2)NS(=O)(=O)c2ccc3c(c2)CCC(=O)N3)c(OC)c1 (centres undefined)	-9.8%	-4.8%	28.7%	-3.8%	-4.0%	-6.8%	1.1%[59 µM]	15.2%	-3.2%
COc1ccccc1NS(=O)(=O)c1cccc(NC(=O)c2cc3ccccc3oc2=O)c1	-3.0%[11.4 µM]	14.5%	-7.1%	10.2%	?	-9.1%	17.9%[12.7 µM]	22.1%	?
COc1ccc2c(c1)CCC1C2CCC2(C)C(O)C(=O)CC12 (centres undefined)	-6.2%	-12.3%	34.5%	.	.	-5.1%	.	105.2%[activator]	-5.9%

Later entries.
SMILES	JMJD2A Tudor inh	GLS inhibitor	HP1b chromo inh	BLM helicase inh	BAZ2B inh	PGK inhibitor	G9a block	POLI inh	Pin1 inhibitor
O=c1[nH]c(CN(CCO)CCO)nc2c1C1(CCCCC1)Cc1ccccc1-2	-10.3%	-5.3%	43.7%[activator]	-1.0%	8.3%	-5.4%	-1.9%[59 µM]	5.2%	4.1%
S=C1N(c2ccccc2)CN(C2CCCCC2)CN1c1ccccc1	-6.3%	2.6%	26.5%	0.6%	6.4%	-8.4%	-6.6%[2.33 µM]	-24.1%	-2.6%
Cc1cc(C(=O)COc2nncc3ccccc23)c(C)n1C	-10.3%	1.4%	-1.6%	-4.5%	-7.9%	-4.6%	79.4µM*	0.8%	0.9%
COc1cc(SC)ccc1C(=O)OCC(=O)NC(=O)NC(C)C	-11.7%	-12.6%	43.2%[activator]	-2.6%	-14.1%	i	31.1%	31.7%[activator]	-6.9%
CCONc1ncnc2nonc12	-2.8%	9.9%	41.2%[activator]	2.8%	11.2%	5.1%	10.3%	-5.9%	-2.2%
Cc1ccc(S(=O)(=O)N2CCC(C(=O)Nc3ccccc3N3CCCCC3)CC2)cc1	-20.1%	23.5%	8.4%	-4.9%	5.2%	i	?	-8.1%	4.0%
O=C1CC(c2ccc(F)cc2)Sc2nc(C34CC5CC(CC(C5)C3)C4)nn21 (centres undefined)	-16.0%	-8.6%	21.6%	-0.5%	-10.1%	i	?	-1.0%	10.4%
O=c1c2ccccc2ccc2ccccc12	59.4%[activator]	-5.8%	92.9%[activator]	.	68.2%[activator]	-5.7%	16.1%[2.33 µM]	-8.7%	0.7%
COc1ccc(Cl)cc1NC(=O)NCC1CCN(Cc2cc(C)ccc2C)CC1	-11.0%	-10.0%	21.9%	-5.3%	-26.9%	i	2.0%	-2.9%	6.0%
CCc1c(C(=O)NNC(=S)NCC2CCCO2)csc1C (centres undefined)	-20.8%	21.9%	22.5%	-3.1%	-1.2%	-12.4%	17.5%[59 µM]	12.7%	5.4%
COc1ccc(CN2CCNC(=O)C2CC(=O)N(C)CCc2cnn(C)c2)c(F)c1 (centres undefined)	-4.9%	0.4%	25.5%	-3.8%	-11.7%	i	-8.6%[59 µM]	?	-19.3%
COc1ccccc1NC(=O)Nc1cc(C(C)(C)C)nn1C	-6.8%	0.1%	14.4%	-3.2%	-6.5%	-2.9%	.	-0.7%	4.1%
CCOC(=O)CSc1nc(C)c2cc(C)c(C)cc2n1	16.6%	4.2%	57.2%[activator]	2.0%	4.4%	-9.8%	?	106.8%[activator]	12.9%
CC1=Nc2ccc(Br)cc2C(c2ccccc2)N1CC(=O)O (centres undefined)	?	-3.5%	0.7%	-4.0%	-4.9%	1.2%	.	118.5%[activator]	-12.5%
O=C(COC(=O)c1ccccc1)NC1CCCC1	0.0%	-9.4%	68.3%[activator]	-1.9%	27.1%	-12.6%	-1.8%[2.33 µM]	11.4%	-8.5%
Cc1ccnc(NC(=O)CCC(=O)N(CC(=O)NC2CCCCC2)C2CCCC2)c1	-1.1%	0.6%	40.3%[activator]	0.2%	-1.7%	i	13.1%	9.5%	-7.9%
Cc1nnc(SC(C)C(=O)NCC2CCCO2)s1 (centres undefined)	-10.7%	-3.3%	34.6%	.	-4.9%	i	11.2%[59 µM]	-24.8%	4.0%
CC(=O)c1cccc(CN2CCN(C(C)C)C(CCO)C2)c1 (centres undefined)	0.0%	-5.6%	29.5%	-1.6%	-3.7%	-5.8%	-2.2%	89.4%[activator]	-7.7%
Cc1cccc(C(C)C)c1NC(=O)COC(=O)c1cc2ccccc2oc1=O	-10.7%	-0.3%	41.0%[activator]	.	-1.1%	2.4%	5.0%[12.7 µM]	0.2%	-1.0%
Cc1cccc(N2CCN(C(=O)c3ccc4c(c3)N(Cc3ccccc3F)C(=O)c3ccccc3S4=O)CC2C)c1 (centres undefined)	-22.9%	1.9%	13.0%	-7.4%	-31.4%	-2.0%	-35.3%[59 µM]	21.1%	2.5%
O=S(=O)(c1ccccc1)N1CCC(O)(CSc2ccc(Cl)cc2)CC1	-4.8%	-10.8%	55.2%[activator]	-8.4%	-5.4%	-9.7%	44.1%[59 µM]	16.2%	-2.8%
COc1ccccc1C(=O)NCCC(=O)NCCCSc1ccccc1	-5.7%	9.9%	23.6%	.	5.3%	-3.5%	0.7%	14.9%	-3.1%
COCCn1c(Cc2ccccc2)nnc1SCC(=O)NC1CCCCC1	-0.7%	0.5%	31.6%[activator]	0.3%	4.9%	-8.1%	23.7%	-1.6%	0.1%
COc1ccc(NC(C)=O)cc1NC(=O)c1ccc(Cl)cc1	5.1%	-7.4%	45.5%[activator]	-5.5%	-38.0%	-1.1%	-4.3%[59 µM]	29.8%	-1.0%
CC(=O)Nc1ccc(S(=O)(=O)N(C)CC(=O)NCCC2=CCCCC2)cc1	-3.4%	-7.4%	26.5%	0.3%	-8.6%	-9.6%	.	5.5%	-4.8%
CCOC(=O)c1ccc(NC(=O)c2c(C)[nH]c(C(=O)OCC)c2C)cc1	-19.0%	0.1%	16.1%	-2.7%	-2.3%	-3.6%	12.9%[59 µM]	3.7%[58.9 µM]	14.9%
Cc1ccc(-c2nn(-c3ccccc3)cc2/C=N/n2c(-c3ccncc3)n[nH]c2=S)cc1	?	11.8%	17.5%	-16.2%	-3.1%	-0.4%	?	35.8%[activator]	-7.4%
